# GluA2 TARP mod = modulators of AMPA receptor GluA2-stargazin complexes | actives 3.5% (n = 40,000) | AID 1259245 | calls only at 30 µM | HEK293 GluA2+stargazin, membrane potential dye (FDSS), glutamate EC50; hits were called plate by plate, in both directions | O88602+P19491;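 active means any of four per-well response measures lying three or more SD from its plate-wide compound average, in either direction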
# Target sequence (O88602 whole entry, looked up): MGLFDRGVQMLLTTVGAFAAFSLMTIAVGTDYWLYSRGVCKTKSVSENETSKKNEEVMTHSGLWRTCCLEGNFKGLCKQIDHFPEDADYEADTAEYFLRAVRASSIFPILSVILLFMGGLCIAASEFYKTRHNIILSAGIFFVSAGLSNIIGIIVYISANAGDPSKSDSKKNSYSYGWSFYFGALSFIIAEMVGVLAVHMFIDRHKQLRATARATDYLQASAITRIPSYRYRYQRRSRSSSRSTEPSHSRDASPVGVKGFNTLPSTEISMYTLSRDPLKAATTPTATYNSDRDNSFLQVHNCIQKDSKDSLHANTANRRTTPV
# Target sequence (P19491 whole entry, looked up): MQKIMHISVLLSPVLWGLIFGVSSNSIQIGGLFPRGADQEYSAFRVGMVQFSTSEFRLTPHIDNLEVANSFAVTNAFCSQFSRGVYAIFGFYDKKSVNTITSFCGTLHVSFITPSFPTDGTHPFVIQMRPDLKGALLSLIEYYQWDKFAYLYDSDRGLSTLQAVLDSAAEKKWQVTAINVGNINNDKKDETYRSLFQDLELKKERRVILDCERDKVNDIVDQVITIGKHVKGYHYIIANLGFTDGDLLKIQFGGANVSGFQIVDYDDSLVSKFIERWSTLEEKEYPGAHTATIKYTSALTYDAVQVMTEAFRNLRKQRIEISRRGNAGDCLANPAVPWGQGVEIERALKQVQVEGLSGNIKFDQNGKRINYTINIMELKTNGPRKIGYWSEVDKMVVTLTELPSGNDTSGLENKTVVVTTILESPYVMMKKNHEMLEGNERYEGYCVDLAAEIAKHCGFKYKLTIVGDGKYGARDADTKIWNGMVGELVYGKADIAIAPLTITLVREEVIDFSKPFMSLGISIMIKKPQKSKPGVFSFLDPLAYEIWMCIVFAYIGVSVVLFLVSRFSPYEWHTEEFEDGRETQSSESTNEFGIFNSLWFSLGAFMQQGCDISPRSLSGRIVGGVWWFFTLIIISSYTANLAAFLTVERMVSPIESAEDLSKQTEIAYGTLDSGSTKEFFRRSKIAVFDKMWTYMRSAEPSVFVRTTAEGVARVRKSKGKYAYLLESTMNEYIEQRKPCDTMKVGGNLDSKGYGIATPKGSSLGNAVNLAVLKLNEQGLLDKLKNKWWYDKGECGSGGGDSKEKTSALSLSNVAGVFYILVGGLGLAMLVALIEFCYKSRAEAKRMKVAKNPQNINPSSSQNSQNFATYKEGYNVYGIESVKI
# GluA2 TARP mod agonism max-min = second read-out of GluA2 TARP mod, no call of its own (marks repeat the call); compound max-min signal; compound-alone response (agonism);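 unitless range of fluorescence divided by baseline over first 100 seconds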
# GluA2 TARP mod glutamate slope = second read-out of GluA2 TARP mod, no call of its own (marks repeat the call); glutamate slope, % of max; measured here: glutamate response slope, % max;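 scaled per plate between vehicle wells and maximal 1 mM glutamate control wells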
# * = called active by the depositor; i = inactive; + = active, no number.
SMILES,GluA2 TARP mod,GluA2 TARP mod agonism max-min,GluA2 TARP mod glutamate slope
COc1cc2ccccc2cc1C(=O)Nc1ccc2ncsc2c1,i,0.029,42.1
Cc1cc(O)c(C(c2ccc3c(c2)OCO3)c2c(O)cc(C)[nH]c2=O)c(=O)[nH]1,i,0.0513,57.9
O=C(NC1CCS(=O)(=O)C1)C12CC3CC(CC(C3)C1)C2 (centres undefined),i,0.0505,54.1
COc1ccc2sc(N(Cc3ccccn3)C(=O)CSCc3ccccc3)nc2c1,i,0.0945,44.4
CCOc1ccc(C(=O)N2CCN(c3nccn3C)CC2)cc1OCC,i,0.0894,61.2
COc1ccc(S(=O)(=O)CC(=O)Nc2nc3cc4c(cc3s2)OCO4)cc1,i,0.0427,39.2
O=C(O)c1ccc2c(=O)n(Cc3ccccc3Cl)c(=S)[nH]c2c1,i,0.123,64.2
COc1cccc(C(=O)Nc2ccc(N3CCCCC3=O)cc2)c1,i,0.0931,42.5
COc1cccc(CCNC(=O)Cc2c(C)[nH]c(=O)[nH]c2=O)c1,i,0.163,77.3
COc1cc(C)ccc1OCC(=O)N1CCN(c2ccc3nncn3n2)CC1,i,0.152,38.1
Cn1nc(C2CCCN(C(=O)c3cc(-c4ccc(F)cc4)n[nH]3)C2)n(-c2ccccc2)c1=O (centres undefined),i,0.0972,55.9
Cc1cc(C)c(NC(=O)C2(c3cccs3)CCOCC2)c(C)c1,i,0.0606,48.7
COC(=O)NNc1ncnc2c1nnn2C,i,0.0874,61.5
COc1cn(CC(=O)Nc2ccc(C(F)(F)F)cc2)c(CSc2ccc(C)cc2)cc1=O,i,0.112,48.1
CC1CCc2cc(F)ccc2N1C(=O)c1nc(-c2cnccn2)no1 (centres undefined),i,0.121,50.8
COCCn1c(NC(=O)Nc2ccc(OC)cc2)c2ccccc2nc1=O,i,0.0729,54.4
Cc1ccccc1CSC1=NCCN1S(=O)(=O)c1ccc(Cl)cc1,i,0.0602,53.6
Cc1cc(C)c(S(=O)(=O)Nc2cccc3ccccc23)c(C)c1,i,0.113,63.9
Cc1ccc([N+](=O)[O-])cc1NC(=O)C(=O)NCCCO,i,0.179,77.6
COc1ccc(NC(=O)Cc2csc(NC(=O)c3ccc[nH]c3=O)n2)c(OC)c1,i,0.036,23.1
Cc1ccc(S(=O)(=O)Nc2ccc3c(c2)N(S(=O)(=O)c2ccccc2)CCC3)cc1C,i,0.0793,81.6
COC(=O)c1sc2ccccc2c1S(=O)(=O)N1CC=C(c2ccccc2)CC1,i,0.108,50.5
COc1ccc(-c2ccc(N3CCCC(C(=O)N4CCc5ccccc54)C3)nn2)cc1 (centres undefined),i,0.0608,60.7
CC(=O)N1CCc2c(sc(NC(=O)C(C)(C)C)c2-c2nc3ccccc3s2)C1,i,0.0541,25.9
CCn1c(SCC(=O)Nc2ccc(OC)c(OC)c2)nc2c(-c3ccc(C)cc3)csc2c1=O,i,0.112,48.0

# A draw from above in order of molecular weight, falling.
SMILES,GluA2 TARP mod,GluA2 TARP mod agonism max-min,GluA2 TARP mod glutamate slope
Cc1ccccc1CSC1=NCCN1S(=O)(=O)c1ccc(Cl)cc1,i,0.0602,53.6
Cc1cc(C)c(S(=O)(=O)Nc2cccc3ccccc23)c(C)c1,i,0.113,63.9
Cc1ccc([N+](=O)[O-])cc1NC(=O)C(=O)NCCCO,i,0.179,77.6

# (listing goes on)
SMILES,GluA2 TARP mod,GluA2 TARP mod agonism max-min,GluA2 TARP mod glutamate slope
CN(C1CCCC1)S(=O)(=O)c1ccc(C(=O)Nc2nc3ccc(Cl)cc3s2)cc1,i,0.0478,60.3
O=C(CSc1nc(=O)n(CCO)c2c1CCC2)NCc1ccc2c(c1)OCO2,i,0.123,55.6
COc1ccc(N2C(=O)CCS2(=O)=O)cc1S(=O)(=O)N(C)CCc1ccncc1,i,0.0793,59.5
O=C(N=C1SC2CS(=O)(=O)CC2N1c1ccccc1)c1ccc(Br)cc1 (centres undefined),i,0.0449,40.5
COC(=O)c1ccc(NC(=O)C(=O)NCC2CCN(C(C)C)CC2)cc1,i,0.115,58.1
CCOc1ccc(C(=O)Nc2ccc3c(c2)CCC(=O)N3Cc2ccccc2)cc1,i,0.0562,48.2
COc1cc(C)c(C(C)C)cc1S(=O)(=O)N1CCCCC1,i,0.0679,60.3
CCS(=O)(=O)c1ccc(C(=O)Nc2ccc3scnc3c2)cc1,i,0.0965,53.4
O=C(O)CCSc1nnc2c(n1)[nH]c1ccccc12,i,0.0374,44.6
c1ccc(CC2CN(C3CC3)CCN2)cc1 (centres undefined),i,0.0418,34.2
O=C(c1cccc(-n2cnnn2)c1)N1CCN(Cc2nc(-c3ccc(F)cc3)cs2)CC1,i,0.126,60.0
O=C(Cc1cccc2ccccc12)Nc1ccc(-c2ccc3nncn3n2)cc1,i,0.0856,54.2
O=C(c1cccc(Br)c1)N1CCC(c2ccsc2)CC1,i,0.096,81.8
COc1ccc(S(=O)(=O)CC(=O)Nc2nc(-c3ccc(Cl)s3)cs2)cc1,i,0.0544,52.2
CCOC(=O)c1ccc(NC(=O)N2CCCCC2)cc1,i,0.096,52.4
COc1ccc(-c2csc(-c3nnn(-c4ccccc4)c3C)n2)cc1OC,i,0.0924,54.2
COc1ccc(-c2nnc(NC(=O)c3ccc4c(c3)OCCO4)o2)cc1OC,i,0.103,48.8
COc1ccc(S(=O)(=O)CCCC(=O)Nc2c(C(N)=O)oc3ccccc23)cc1,i,0.0884,47.5
O=C(Cn1c(=O)oc2ccccc21)NCC1CCN(C(=O)c2ccccc2F)CC1,i,0.0585,46.8
Cc1c(Cl)cccc1NC(=O)CC1Sc2ccc(C(F)(F)F)cc2NC1=O (centres undefined),i,0.0988,58.3
Cc1ccc(NC(=O)CSc2ccc(NC(=O)C(C)C)nn2)cc1F,i,0.125,61.4
COC(=O)N1CCC(CNC(=O)C(=O)Nc2ccccc2SC)CC1,i,0.0805,50.1
CC(C)N1CCC(CNC(=O)C(=O)NCc2ccc(F)cc2)CC1,i,0.159,46.7
COC(=O)c1ccc(C(=O)NCC(O)c2sccc2C)cc1 (centres undefined),i,0.118,56.0
Cc1sc(NC(=O)C2CC2)c(-c2nc3ccccc3s2)c1C,i,0.0762,50.1

# The closing 2 entries of the part before lead into the next:
SMILES,GluA2 TARP mod,GluA2 TARP mod agonism max-min,GluA2 TARP mod glutamate slope
COC(=O)c1ccc(C(=O)NCC(O)c2sccc2C)cc1 (centres undefined),i,0.118,56.0
Cc1sc(NC(=O)C2CC2)c(-c2nc3ccccc3s2)c1C,i,0.0762,50.1
COc1cccc(OCC(=O)Nc2ccc(-c3nnc(C)o3)cc2)c1,i,0.0805,49.1
CCOc1ccc(CC(=O)N2CCN(c3nccn3-c3cccc(Cl)c3)CC2)cc1,i,0.0408,42.1
Cc1cc2nc(N(Cc3cccnc3)C(=O)c3ccc(S(=O)(=O)C(C)C)cc3)sc2cc1C,i,0.0974,67.8
O=C(CN1C(=O)c2ccccc2S1(=O)=O)N(Cc1ccccc1)c1ccccn1,i,0.0878,50.8
Cc1cc([N+](=O)[O-])ccc1NC(=O)C(=O)NCc1ccccc1Cl,i,0.128,61.5
Cc1cc(N(C)C)nc(NCCNC(=O)c2cnccn2)n1,+,0.313*,65.4*
CCOc1ccccc1NC(=O)Nc1ccc2c(c1)CC(=O)N2CC,i,0.122,54.5
COc1ccc(CC(=O)Nc2nnc(-c3ccco3)o2)cc1,i,0.0804,60.4
Cc1[nH]c(=O)nc(SCC(=O)NC2CCCC2)c1C#N,i,0.0903,44.4
O=C(NCCN1CCOC(c2ccccc2)C1)c1ccc2c(c1)OCO2 (centres undefined),i,0.0349,41.2
O=C1CSC(=O)N1C1CCCCC1NC(=O)C12CC3CC(CC(C3)C1)C2 (centres undefined),i,0.0877,51.9
CC(C)S(=O)(=O)c1ccc(C(=O)Nc2ccc3sccc3c2)cc1,i,0.0965,61.0
Clc1ccc(SCc2cn3ccsc3n2)cc1,i,0.0929,62.9
CC(=O)Nc1cccc(NC(=O)Cn2nc(-c3ccc(Br)cc3)ccc2=O)c1,i,0.0547,52.7
CC1(C(=O)Nc2ccc(S(N)(=O)=O)cc2)Cc2ccc(Cl)cc2C(=O)O1 (centres undefined),i,0.101,53.4
Cc1c(Cl)cccc1NC(=O)C(=O)NCCc1ccc2c(c1)CCCN2C,i,0.0871,92.2
CCc1ccc(Oc2cc(N3CCC(C(=O)NCCc4ccc(OC)c(OC)c4)CC3)ncn2)cc1,i,0.0852,55.3
CCc1ccc(C2NC(=O)NC(C)=C2C(=O)OCc2ccc3c(c2)OCO3)cc1 (centres undefined),i,0.0838,42.7
Cc1ccc(S(=O)(=O)c2ccc(C(=O)Nc3cccc(C)c3C)cn2)cc1,i,0.0851,65.1
CCc1ccc(S(=O)(=O)Nc2ccc(N3CCCCC3=O)c(OC)c2)s1,i,0.0448,26.9
CCSc1nnc(NC(=O)Cn2cnc(C(C)C)cc2=O)s1,i,0.108,63.7
COc1cc(C)c(C)cc1S(=O)(=O)NCC(c1ccco1)N(C)C (centres undefined),i,0.0534,66.3
CC1Cc2c(NC(=O)c3cc(=O)c4ccccc4o3)nn(C)c2NC1=O (centres undefined),i,0.117,48.3
O=[N+]([O-])c1ccc(OCC(O)CN2CCN(c3ccccc3F)CC2)cc1 (centres undefined),i,0.0537,47.8
Cc1nnc(NC(=O)C2CCCN(c3ccc(-n4ccnc4)nn3)C2)s1 (centres undefined),i,0.109,63.6
# (list continues)
SMILES,GluA2 TARP mod,GluA2 TARP mod agonism max-min,GluA2 TARP mod glutamate slope
COc1ccc(C2(CNC(=O)c3cc4ccccc4o3)CCCC2)cc1,i,0.0712,52.2
COc1cn2c(cc1=O)C(=O)N(CCNC(=O)c1ccc(N3C(=O)CCC3=O)cc1)CC2,i,0.0924,54.5
Cn1cc(SCC(=O)NC2CCCC2)c2ccccc21,i,0.0583,47.7
CC(=O)c1cccc(NC(=O)c2ccc(S(=O)(=O)N(C)C3CCCC3)cc2)c1,i,0.0925,58.5
O=C(Cc1ccccc1)N1CCC(c2nnc(C3CC3)o2)CC1,i,0.11,56.5
O=C(Cn1nc2c(c1NC(=O)Cc1ccc(F)cc1)CSC2)NCC1CCCO1 (centres undefined),i,0.0912,56.3
O=C(CCCSc1ccc(NC(=O)C2CC2)nn1)NCc1ccccc1Cl,i,0.077,60.6
Cc1ccc(C(CNC(=O)CCc2ccccc2)N2CCOCC2)cc1 (centres undefined),i,0.0295,57.8
O=C(NCCn1ncc2c(N3CCCCC3)ncnc21)c1cc(-c2ccccc2)on1,i,0.0524,71.5
CS(=O)(=O)N1CCCc2cc(NS(=O)(=O)c3ccccc3)ccc21,i,0.102,69.0
COc1ccc(NC(=O)CCc2csc(NC(=O)c3ccc[nH]c3=O)n2)cc1OC,i,0.139,53.6
O=C(NCc1ccccc1)c1ccc(Cn2c(=S)[nH]c3ccc(Br)cc3c2=O)cc1,i,0.0702,82.0
O=C(NCCn1ncc2c(N3CCN(c4ncccn4)CC3)ncnc21)C12CC3CC(CC(C3)C1)C2,i,0.0529,55.9
CCn1c(SCc2nc(-c3cc(OC)c(OC)c(OC)c3)no2)nc2ccccc2c1=O,i,0.0838,66.0
Cc1cc(C)n(-c2nc3c(c(=O)n(CC(N)=O)c(=O)n3C)n2C(C)C)n1,i,0.0493,46.3
Cn1nc2c(c1NC(=O)CCCSc1ccc(F)cc1)CCC2,i,0.0943,57.2
Cn1c(=O)c2cc(C(=O)Nc3ccccc3F)sc2n(C)c1=O,+,0.193*,40.3*
CNC(=O)C1Cc2ccccc2N1C(=O)Nc1cccc(Cl)c1 (centres undefined),i,0.0575,42.3
Cc1ccn2c(=O)c(NC(=O)Nc3ccc(C)c(Cl)c3)c(C)nc2c1,i,0.0738,60.9
CS(=O)(=O)N1CCN(C(=O)Cc2csc(Nc3cccc(C(F)(F)F)c3)n2)CC1,i,0.131,59.5
O=C(COc1ccc2c(c1)OCO2)N1CCN(c2ccc3nncn3n2)CC1,i,0.0612,38.2
O=C(Cc1cccc2ccccc12)NCC1CCN(C(=O)c2ccccc2F)CC1,i,0.0232,33.4
CCSC1=NCCN1S(=O)(=O)c1ccc(F)cc1,i,0.0674,51.2
Cc1oc(-c2ccc(Cl)cc2)cc1C(=O)Nc1ccc(S(N)(=O)=O)cc1,i,0.0871,52.5
O=S(=O)(c1ccccc1)c1nc(-c2ccccc2Cl)oc1NCc1cccnc1,i,0.116,52.6

# Complete entries, looked up by structure. Order of values: GluA2 TARP mod	GluA2 TARP mod agonism max-min	GluA2 TARP mod glutamate slope
# Results for Cc1sc(NC(=O)C2CC2)c(-c2nc3ccccc3s2)c1C = i	0.0762	50.1
# Results for CS(=O)(=O)N1CCCc2cc(NS(=O)(=O)c3ccccc3)ccc21 = i	0.102	69.0
# Results for COc1ccc(NC(=O)CCc2csc(NC(=O)c3ccc[nH]c3=O)n2)cc1OC = i	0.139	53.6

# Further records follow:
SMILES,GluA2 TARP mod,GluA2 TARP mod agonism max-min,GluA2 TARP mod glutamate slope
CCc1ccc(Oc2cc(N3CCC(C(=O)NCc4ccco4)CC3)ncn2)cc1,i,0.0918,47.2
CC(Oc1ccccc1F)C(=O)N1CCN(c2ccc3nnc(-c4ccco4)n3n2)CC1 (centres undefined),+,0.195*,48.3*
O=C(Cc1cc(-c2ccco2)on1)NCCC1=CCCCC1,i,0.0383,44.6
COc1ccc(-c2ccc(=O)n(CCCNC(=O)C3CCCC3)n2)cc1,i,0.0777,67.3
CNC(=O)C1Cc2ccccc2N1S(=O)(=O)c1ccc2c(c1)OCCO2 (centres undefined),i,0.0501,58.0
O=C(CN1CCN(c2nccn2-c2ccccc2F)CC1)N1CCc2ccccc21,i,0.0567,33.3
Cc1c(NC(=O)c2ccc(Cl)c(S(=O)(=O)N3CCCC3)c2)c(=O)n(-c2ccccc2)n1C,i,0.0292,66.9
COc1cn(CC(=O)Nc2c(C)cc(C)cc2C)c(CSc2nc(C)cs2)cc1=O,i,0.0454,60.2
CN(C)CCNC(=O)c1ccc(Cn2c(=S)[nH]c3ccc(Br)cc3c2=O)cc1,i,0.115,84.3

# Some of the compounds tested; the hit share may differ from the screen's.
